Tb MetRS inh – blocks T. brucei methionyl-tRNA synthetase activity; purified T. brucei MetRS, ATP depletion, Kinase-Glo luminescence; inhibition, % at 11.9 µM; 0.4% of 360,000 active; AID 624268;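 active means inhibition above a per-plate cutoff of the control wells' mean inhibition plus 3 SD, cut at about 5.5% in these data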;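 further: 0% = DMSO wells median and 100% = median of wells with control inhibitor compound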
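technique = Kinase-Glo luminescence, ATP depletion format | system = purified MetRS (methionyl-tRNA synthetase) enzyme from Trypanosoma brucei | timing = 15 min preincubation, 2 h reaction, all 25 °C | evaluation = percent inhibition versus plate control medians | dosing = single dose, 11.9 µM final nominal, 0.9% final DMSO | also added = substrates ATP, L-methionine and bulk Escherichia coli tRNA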
SUMO1-SIM PPI – alters human SUMO1 binding to SIM partners. 0.33% of 360,000 active. inhibition, % at 20 µM. P63165. SUMO1 binding to a labelled peptide, TR-FRET, 1 h; in the data active means inhibition above about 37%
Target sequence (P63165 whole entry, looked up): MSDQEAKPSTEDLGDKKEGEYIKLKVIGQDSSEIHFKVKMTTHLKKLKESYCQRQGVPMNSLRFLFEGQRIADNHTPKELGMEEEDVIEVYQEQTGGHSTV
Scp1 inh – Scp-1 (human) phosphatase inhibition | inhibition, % at 20 µM | AID 493091 | 0.88% of 340,000 active | Q9GZU7 | Recombinant Scp1, phosphopeptide, malachite green phosphate absorbance;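 active means inhibition above about 50% at 20 µM, limit read from the data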;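 further: plate controls were DMSO wells with enzyme for no effect and wells lacking enzyme for full effect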
Target sequence (Q9GZU7 76-261 limits assumed): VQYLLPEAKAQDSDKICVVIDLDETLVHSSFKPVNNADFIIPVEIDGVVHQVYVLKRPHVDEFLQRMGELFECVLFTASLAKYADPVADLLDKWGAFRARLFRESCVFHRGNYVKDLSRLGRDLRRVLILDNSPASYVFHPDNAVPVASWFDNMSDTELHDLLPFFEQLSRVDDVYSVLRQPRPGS
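Material: truncated SCP-1 phosphatase (76-261aa) / Buffer or medium: 50 mM Tris acetate pH 5.5, 0.005% Tween-20, 10 mM MgCl2 / Compound dosing: one concentration, 20 µM, with 1.0% DMSO / Incubation: 45 min room-temperature reaction, 5 min colour, 30 min stabiliser / Detection: colorimetric free-phosphate detection, absorbance 630 nm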
STEP inh – blocks human striatal-enriched tyrosine phosphatase; 0.25% of 360,000 active; recombinant STEP, OMFP fluorogenic substrate, fluorescence; AID 588621; P54829; inhibition, % at 20 µM;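 active means inhibition at 20 µM, scaled per plate between control wells, above about 37%, limit read from the data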;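 further: 0% = DMSO with enzyme and substrate and 100% = substrate only without enzyme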
Target sequence (P54829 whole entry, looked up): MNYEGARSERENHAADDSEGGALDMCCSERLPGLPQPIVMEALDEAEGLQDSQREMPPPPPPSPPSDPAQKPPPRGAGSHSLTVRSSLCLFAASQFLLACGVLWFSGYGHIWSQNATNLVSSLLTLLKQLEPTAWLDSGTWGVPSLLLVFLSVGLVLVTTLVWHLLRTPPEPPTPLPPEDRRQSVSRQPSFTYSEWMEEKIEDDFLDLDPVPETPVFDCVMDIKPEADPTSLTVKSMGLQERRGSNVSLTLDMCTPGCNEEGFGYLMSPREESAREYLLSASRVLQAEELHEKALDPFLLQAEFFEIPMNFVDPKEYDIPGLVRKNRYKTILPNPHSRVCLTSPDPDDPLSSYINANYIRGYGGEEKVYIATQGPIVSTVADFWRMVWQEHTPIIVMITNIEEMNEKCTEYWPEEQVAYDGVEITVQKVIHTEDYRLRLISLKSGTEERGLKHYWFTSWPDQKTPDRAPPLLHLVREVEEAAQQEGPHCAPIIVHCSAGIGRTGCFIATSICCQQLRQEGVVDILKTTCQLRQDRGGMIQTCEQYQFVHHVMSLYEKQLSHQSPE
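Measure: Control-normalized % inhibition with plate pattern correction | Test system: STEP phosphatase, cell-free reaction | Medium: pH 6.0 Bis-Tris with DTT and Tween 20 | Technique: Fluorescence, 480/540 nm | Times: Reaction 20 min, ambient temperature | Doses: Single compound dose of 20 µM, 1% DMSO final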
SKN-1 inh – blocks SKN-1 activity in C. elegans; C. elegans VP596 Pgst-4::GFP/RFP ratio, acrylamide-induced, 24 h; inhibition, % at 21.8 µM; 0.49% of 360,000 active; AID 624304;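 active means interference check ratio from 0.5 to 1.5 plus GFP to RFP signal ratio inhibition reaching or exceeding a fixed threshold, cut at about 30% in these data, passing the limit was not always enough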; further: some compounds called inactive have numbers as strong as hits
NadD inh – blocks S. aureus nicotinate mononucleotide adenylyltransferase; purified NadD enzyme, colorimetric absorbance read-out; inhibition, % at 20 µM; 0.78% of 360,000 active; AID 602399; in the data active means inhibition above about 26%; further: some compounds past the cut are filed as inactive
LMPTP block – blocks human LMPTP phosphatase; recombinant LMPTP-A, OMFP fluorogenic substrate, fluorescence intensity; inhibition, % at 20 µM; P24666; 0.22% of 360,000 active;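 active means compounds that cut the enzyme signal by at least half of the control window in the single-dose screen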;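 further: plate controls were DMSO wells with enzyme plus substrate for no effect and substrate without enzyme for full effect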
Target sequence (P24666 whole entry, looked up): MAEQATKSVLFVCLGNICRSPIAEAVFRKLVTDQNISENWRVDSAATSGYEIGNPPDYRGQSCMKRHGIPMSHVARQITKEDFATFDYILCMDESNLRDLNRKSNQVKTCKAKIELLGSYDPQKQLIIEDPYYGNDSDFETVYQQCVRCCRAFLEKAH
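Test system: LMPTP-A, protein tyrosine phosphatase of low molecular weight; Input: 0.625 nM enzyme; Incubation: 50 min dark incubation at room temperature; Signal: endpoint fluorescence intensity from OMFP dephosphorylation; Read-out basis: % inhibition versus control wells.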
Neddylation inh – inhibitors of human cullin neddylation; TR-FRET cullin neddylation, biochemical; calls only at 25 µM; 0.58% of 360,000 active; AID 651699; in the data active means inhibition above about 36%
CendR NRP1 mod – alters CendR peptide binding to human NRP-1; O14786; FAM-RPARPAR peptide binding to NRP-1, fluorescence polarization; 0.85% of 360,000 active; AID 602438; inhibition, % at 25 µM;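 active means inhibition or corrected inhibition above about 18%, plus a signal ratio from 0.5 to 1.5, limit read from the data, passing the limit was not always enough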; further: strong numbers were not always called active
DNMT1 inh – DNMT1 (human) enzyme inhibition; inhibition (reported as % activation of signal), % at 10 µM; AID 588458; P26358; 0.83% of 360,000 active; DNMT1 molecular beacon, Hinp1I cleavage, fluorescence; in the data active means inhibition above about 50%
An asterisk follows results filed as active; i = inactive; . = no result given.

SMILES	Tb MetRS inh	SUMO1-SIM PPI	Scp1 inh	STEP inh	SKN-1 inh	NadD inh	LMPTP block	Neddylation inh	CendR NRP1 mod	DNMT1 inh
COP(=O)(CN(Cc1ccccc1)C(=S)Nc1c(C)cccc1C)OC	-0.2	-4	5	-2	0	-5	-1.2	i	-1	1
Cc1ccc(S(=O)(=O)N2CCN(c3nc(C)c4c(c3C#N)CC(C)(C)OC4)CC2)cc1	-0.8	3	-5	5	7	3	2.8	i	-5	-10
COc1ccc(CNC(=O)CN2C(=O)CSc3ccc(S(=O)(=O)N4CCCCC4)cc32)cc1	-0.1	-2	-3	1	18	2	0.9	i	-1	-1
COc1ccc(C2c3c(oc4ccccc4c3=O)C(=O)N2c2ccccn2)cc1 (centres undefined)	-1.4	-4	18	0	14	6	1.2	i	1	1
CC#CCN1C(=O)N[C@@H](c2ccccc2)C(C(=O)OC)=C1C	-0.1	-4	-3	0	8	-3	-0.4	i	12	0
CSc1nnc(-c2ccccc2)c(-c2ccccc2)n1	-1.0	-28	-14	0	13	-3	1.4	i	-4	2
O=C(Nc1ccccc1)c1c2c(nc3ccccc13)CCCC2	-0.3	2	-1	2	-2	-3	-0.8	i	-4	-2
COc1ccc2c([N+](=O)[O-])c(Cl)[nH]c2c1	0.7	21	49	4	6	1	11	i	10	45
CCOC(=O)[C@H]1[C@H]2COc3ccc(Cl)cc3[C@@H]2N2C(=O)CN(C)C(=O)[C@@]12C	-0.2	-1	5	1	6	-5	0.5	i	3	10
COc1ccc(-n2c(=O)c3ccccc3c3ccccc3c2=O)cc1	0.5	0	-4	-4	2	1	-1.5	i	11	1
O=C(COc1ccccc1F)NNC(=O)c1cc(Br)ccc1Cl	0.1	4	-6	-1	10	-2	-1.1	i	0	1
O=C(CSc1nc2ccc(Cl)cc2[nH]1)N1CCN(C(=O)c2ccco2)CC1	12*	14	18	0	-3	14	-1.1	i	-27	-2
C/C(=N\N1CCN(Cc2ccccc2Cl)CC1)c1ccc(F)cc1	-0.6	-2	8	-3	4	3	-0.2	i	2	-3
CCCC(=O)Nc1cccc(Oc2nc(C)cc(C)c2C#N)c1	-1.2	0	4	0	11	-21	-2.4	i	8	0
CC(=O)c1ccc(NS(=O)(=O)c2ccc(C(C)(C)C)cc2)cc1	-0.3	16	-5	-3	-16	-13	0.6	i	6	2

Tb MetRS inh: entries above that show a hit
Molecule | Tb MetRS inh | SUMO1-SIM PPI | Scp1 inh | SKN-1 inh | NadD inh | LMPTP block | Neddylation inh | CendR NRP1 mod | DNMT1 inh
O=C(CSc1nc2ccc(Cl)cc2[nH]1)N1CCN(C(=O)c2ccco2)CC1 | 12* | 14 | 18 | -3 | 14 | -1.1 | i | -27 | -2

The main list resumes, starting two compounds before the break.
SMILES	Tb MetRS inh	SUMO1-SIM PPI	Scp1 inh	STEP inh	SKN-1 inh	NadD inh	LMPTP block	Neddylation inh	CendR NRP1 mod	DNMT1 inh
CCCC(=O)Nc1cccc(Oc2nc(C)cc(C)c2C#N)c1	-1.2	0	4	0	11	-21	-2.4	i	8	0
CC(=O)c1ccc(NS(=O)(=O)c2ccc(C(C)(C)C)cc2)cc1	-0.3	16	-5	-3	-16	-13	0.6	i	6	2
C=CCNC(=S)NCCO	-0.1	5	-8	-2	-1	-2	-0.3	i	12	-2
O=C(NCc1ccccc1)c1cc(C2COCCN2C(=O)c2ccccc2)on1 (centres undefined)	-0.1	3	.	-4	3	2	0.2	i	-3	4
O=C(CCN1CCN(c2ccccc2)CC1)NNC(=O)c1ccccc1	0.0	2	.	-3	19	-9	-1.4	i	-2	1
CC(C)c1cc(Cn2c3ccccc3c(=O)n2C(C)CBr)on1 (centres undefined)	-0.4	1	.	0	3	-6	0.1	.	2	-1
CC(C)n1nnnc1SCC(=O)NCCc1ccccc1	-1.5	0	13	-7	-13	0	-3.8	i	-3	6
CCN(C1CCCCC1)S(=O)(=O)c1ccc(S(=O)(=O)NCCc2ccncc2)cc1	-0.1	0	0	2	-29	-6	0.5	i	-5	-1
COC(=O)C1C(O)C(C)C(O)C(C)(O)/C=C\C=C(/C)C(=O)Nc2c(C)c(OC(C)=O)c3c(c2O)C(=O)C(C)=C2OCOC(=C23)/C(C)=C/C(C)(O)C(O)C(C)C1O (centres undefined)	-0.3	-26	-4	1	16	4	2.7	i	-14	-2
COC(=O)c1ccc(CN2CCN(Cc3ccccc3)C(CCO)C2)cc1 (centres undefined)	-0.3	-1	3	0	-2	-2	-0.2	i	-4	-1
COc1ccc([C@@H]2Sc3cc(OC)ccc3N(CCN(C(C)C)C(C)C)C(=O)[C@H]2OC(C)=O)cc1	-0.1	-1	-7	-1	2	-5	-1.8	i	-4	1
CCCc1cc(C(=O)N2CCN(c3ccc(C(F)(F)F)cn3)CC2)sc1C	-0.2	4	-7	1	-15	-8	5.3	i	13	6
CCOc1ccc(N(C(=O)c2snc(C(N)=O)c2N)C(C(=O)NCC2CCCO2)c2c[nH]c3ccccc23)cc1 (centres undefined)	0.1	-17	-10	1	-7	8	1.8	i	11	-3
O=c1[nH]cccc1-c1nc2ccccc2n1Cc1cccc(F)c1	-1.2	-5	7	-1	-18	-3	-0.7	.	2	-1
N#CCC(=O)NNC(=S)NC(=O)C(c1ccccc1)c1ccccc1	-0.1	2	-4	-1	7	17	-0.2	i	14	-10
COCCOC(=O)C1=C(C)NC(=O)NC1c1ccco1 (centres undefined)	-0.2	1	1	1	13	-4	-1.7	i	10	8
CCOC(=O)c1cc[nH]c1C	-0.1	-3	1	-1	17	5	-1.2	i	-6	0
COc1cccc(-c2nc(NCc3cccnc3)c3ccccc3n2)c1O	-0.6	8	-6	0	14	9	8.0	i	9	-3
O=C(NCCCN1CCCCCC1)C1CCCN(S(=O)(=O)c2cccc3nsnc23)C1 (centres undefined)	-0.6	-21	-1	0	-7	-2	18	i	0	-1
CCn1c(CNC(=O)c2ccccc2F)cc2cc(C)ccc21	-0.6	-2	-12	2	-8	2	1.2	i	-11	0
COc1ccc(CC(=O)Nc2ccc3c(c2)C(=O)N(CCC(=O)O)C3=O)cc1	-0.3	-2	-1	2	-8	0	-0.8	i	-3	0
COc1ccc(CCN2CC(C(=O)O)CC2=O)cc1OC (centres undefined)	-0.3	1	13	-3	4	0	-0.4	i	-1	11
COCCNC(=O)C1(C)CCCN(C(=O)c2ccc3c(c2)CCO3)C1 (centres undefined)	-0.4	1	.	5	-14	-5	-2.1	i	-12	3
COc1ccc(NC(=O)Nc2nnc(-c3ccccc3SCc3ccccc3)s2)cc1	-1.3	-1	0	0	-4	22	2.2	i	-7	23
CCc1ccc2oc(-c3cc(N)ccc3O)nc2c1	-0.3	-1	6	5	5	-3	1.9	i	0	-5
CCS(=O)(=O)Nc1ccc(Cc2ccncc2)cc1	-0.3	-3	-2	0	-4	3	-1.0	i	10	0
O/N=C(/c1ccccc1)c1cc2cc(Br)cc(Br)c2o1	0.0	-2	-2	-1	16	-5	1.5	i	3	6
CCOC(=O)c1ccc(N2C(=O)CC(NNC(=O)c3ccc(Br)s3)C2=O)cc1 (centres undefined)	-0.2	-3	8	-2	19	-4	-0.9	i	-6	-16
O=S1(=O)CC(O)C(Nc2ccccc2)C1 (centres undefined)	-0.7	-1	-4	-1	19	-1	-0.5	i	6	-1
Cc1cccc(N(CC(=O)NC(C)(C)C)C(=O)CS(=O)CC(=O)Nc2ccc3c(c2)OCO3)c1 (centres undefined)	-0.4	3	-8	-2	-2	-7	0.0	i	4	1
CCOc1ccc(NS(=O)(=O)c2ccc(C(=O)NCC(c3ccc(OC)cc3)N3CCCC3)cc2)cc1 (centres undefined)	-0.1	-39	-5	-4	13	6	-9.1	i	-19	-6
Cc1[nH]c(=O)[nH]c(=O)c1/C=N/NC(=O)CCNC(=O)OC(C)(C)C	-1.5	-5	-4	-2	-4	0	-0.1	i	-8	8

Entries of single compounds as entered above:
COC(=O)C1C(O)C(C)C(O)C(C)(O)/C=C\C=C(/C)C(=O)Nc2c(C)c(OC(C)=O)c3c(c2O)C(=O)C(C)=C2OCOC(=C23)/C(C)=C/C(C)(O)C(O)C(C)C1O (centres undefined) across the screens: Tb MetRS inh: -0.3; SUMO1-SIM PPI: -26; Scp1 inh: -4; STEP inh: 1; SKN-1 inh: 16; NadD inh: 4; LMPTP block: 2.7; Neddylation inh: i; CendR NRP1 mod: -14; DNMT1 inh: -2
CCCc1cc(C(=O)N2CCN(c3ccc(C(F)(F)F)cn3)CC2)sc1C across the screens: Tb MetRS inh: -0.2; SUMO1-SIM PPI: 4; Scp1 inh: -7; STEP inh: 1; SKN-1 inh: -15; NadD inh: -8; LMPTP block: 5.3; Neddylation inh: i; CendR NRP1 mod: 13; DNMT1 inh: 6
COc1ccc(CCN2CC(C(=O)O)CC2=O)cc1OC (centres undefined) across the screens: Tb MetRS inh: -0.3; SUMO1-SIM PPI: 1; Scp1 inh: 13; STEP inh: -3; SKN-1 inh: 4; NadD inh: 0; LMPTP block: -0.4; Neddylation inh: i; CendR NRP1 mod: -1; DNMT1 inh: 11

Later entries.
SMILES	Tb MetRS inh	SUMO1-SIM PPI	Scp1 inh	STEP inh	SKN-1 inh	NadD inh	LMPTP block	Neddylation inh	CendR NRP1 mod	DNMT1 inh
Cc1nnc2c(NCC(C)c3ccccc3)nc3ccccc3n12 (centres undefined)	-0.7	48*	-4	2	9	-2	1.2	i	0	3
O=C(NNC(=O)c1ccc(Cl)s1)c1csc(N2CCOCC2)n1	-0.4	3	-3	-1	3	0	-0.5	i	19	0
O=C(COc1ccccc1/C=C\c1[nH]c(=O)[nH]c(=O)c1[N+](=O)[O-])Nc1ccccc1	0.1	25	-4	3	-1	1	-1.3	i	-70	35
O=C(COC(=O)c1ccc(NS(=O)(=O)c2ccc3c(c2)OCCO3)cc1)NCC1CCCO1 (centres undefined)	0.9	-1	-4	0	6	-5	1.8	i	1	-1
CCn1nnnc1-c1ccc(OC)c(S(=O)(=O)Nc2ccc(C(=O)OC)cc2)c1	1.1	-1	-8	1	5	-2	-0.6	i	-5	2
Nc1ccc(C(=O)N2CCN(S(=O)(=O)/C=C/c3ccccc3)CC2)cc1[N+](=O)[O-]	-0.3	-35	4	4	12	-4	0.0	i	0	0
CC1CCCC(C)N1/N=C/c1ccc(C(=O)O)cc1 (centres undefined)	-0.4	-2	-1	1	-2	-4	-1.0	i	-10	-1
